Pf growth 96h: P. falciparum growth inhibition at 96 hour, primary screen for plastid delayed-death inhibitors; AID 504834; Potency, µM (doses to about 28.7 µM), for the others: at the highest dose activity change, negative = inhibition, actives largely listed as inhibitors; actives 6.9% (n = 320,000); P. falciparum luciferase reporter growth, 96 h; note: potency is the fitted concentration of half-maximal effect; % is set by controls: 0 for no effect and ±100 for the full control effect
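P. falciparum expressing integrated firefly luciferase grown in erythrocytes (2% hematocrit, 0.05% parasitemia final) with compounds for 96 hours at 37 C, 5% CO2. Growth inhibition read as loss of luminescence after adding luciferase detection reagent.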
Tb PYK inh: inhibitors of Trypanosoma brucei pyruvate kinase | Q57TT1 | TbPYK enzyme, Kinase-Glo Plus ATP luminescence, 45 min | Potency, µM (doses to about 76.8 µM), for the others: at the highest dose activity, negative = inhibition, hits mostly inhibitors | actives 0.12% (n = 410,000) | AID 624173; note: potency is the fitted concentration of half-maximal effect; % is set by controls: 0 for no effect and ±100 for the full control effect; nearly all actives have a fitted effect of over 50% in size
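Quantitative HTS: titrated library compounds versus trypanosomal pyruvate kinase in TEA buffer (pH 7.2) containing KCl, MgCl2, BSA and Tween-20. Reactions were initiated with ADP, 130 uM final. Kinase-Glo Plus luminescence was read after 45 min at RT.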
AMA1 RON2 block: disrupts binding of P. falciparum AMA1 to RON2 | AlphaScreen AMA1-biotinylated RON2 peptide binding | Potency, µM (doses to about 58.2 µM), for inactives: at the highest dose activity change, negative = inhibition, most hits filed as inhibitors | actives 0.2% (n = 360,000) | AID 720542;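 note: potency is the fitted concentration of half-maximal effect; 0% = vehicle wells and -100% = peptide control; nearly all actives have a fitted effect of over 45% in size; some results filed as inactive show a strong effect at the top dose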
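AMA1 (3D7) with his tag at 25 nM final met compounds first, then biotinylated RON2 peptide at 25 nM; detection used donor plus acceptor beads, 10 µg/mL apiece, read by AlphaScreen after 30 min at room temperature.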
Shiga inhibitor: blocks Shiga toxin action in Vero cells. Vero cells, Shiga toxin protein synthesis inhibition reporter. inhibition, % at 38.7 µM. actives 9.2% (n = 290,000); in the data active = inhibition mostly above about 28%, no sharp cut-off; inactive = mostly below about 43%; note: 0% is about no effect
Pf growth 48h: P. falciparum growth inhibition at 48 hours (one generation); actives 5.9% (n = 310,000); Potency, µM (titrated, usually from 28.7 µM), inactives show at the highest dose activity change, negative = inhibition, actives largely listed as inhibitors; P. falciparum luciferase growth in erythrocytes, 48 h; note: potency is the fitted concentration of half-maximal effect; % is set by controls: 0 for no effect and ±100 for the full control effect
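Luciferase-expressing parasites in RBCs, 2% Hct / 0.1% parasitemia final; RPMI 1640 + 0.5% Albumax; 37 C, 5% CO2, one generation; luminescence read-out, lower signal = inhibition.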
Cycloheximide cs: counter-screen hit for Shiga toxin inhibitors, cycloheximide | cell reporter, cycloheximide protein synthesis inhibition counterscreen | max response, % | actives 12% (n = 300,000) | AID 2314; in the data active = max response mostly above about 13%, no sharp cut-off; inactive = mostly below about 14%; note: read at 38.3 µM for the half of the compounds with a filed dose; 0% is about no effect
LmPK inh: blocks Leishmania mexicana pyruvate kinase activity | Potency, µM (doses to about 57.5 µM), for the others: at the highest dose activity change, negative = inhibition, actives largely listed as inhibitors | Q27686 | actives 0.37% (n = 290,000) | purified LmPK, Kinase-Glo ATP luminescence, 1 h; note: potency is the fitted concentration of half-maximal effect; % is set by controls: 0 for no effect and ±100 for the full control effect
Target sequence (Q27686 whole entry, looked up): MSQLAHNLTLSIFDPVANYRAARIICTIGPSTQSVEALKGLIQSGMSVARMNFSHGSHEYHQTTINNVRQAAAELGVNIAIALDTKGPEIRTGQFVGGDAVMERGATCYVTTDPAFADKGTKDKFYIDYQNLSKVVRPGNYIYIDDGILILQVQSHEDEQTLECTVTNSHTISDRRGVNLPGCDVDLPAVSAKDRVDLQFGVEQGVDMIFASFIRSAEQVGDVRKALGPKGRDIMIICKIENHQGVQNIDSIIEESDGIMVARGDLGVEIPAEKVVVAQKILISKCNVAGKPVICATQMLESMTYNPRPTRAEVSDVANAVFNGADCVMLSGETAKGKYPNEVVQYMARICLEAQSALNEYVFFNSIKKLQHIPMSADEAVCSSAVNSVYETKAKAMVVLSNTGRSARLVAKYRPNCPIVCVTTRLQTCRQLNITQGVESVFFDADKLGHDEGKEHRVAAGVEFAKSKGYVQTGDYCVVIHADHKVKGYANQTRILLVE
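ATP generated from ADP (0.1 mM) and PEP (0.5 mM) by 0.1 nM LmPK over 1 h at room temperature (pH 7.2 imidazole buffer) was detected by coupled luciferase luminescence. Values were normalized to uninhibited and no-enzyme wells.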
An asterisk follows results filed as active; ? = inconclusive; / = not tested or not shown; + = active, no number; [ ] = dose if it differs, or a comment. Unless noted, calls come from the whole dose curve; as a rule, active = well fitted curve in the direction sought with a large enough effect; inconclusive = small, poorly fitted or top-dose-only effect, or another doubt; inactive = no such curve, though single readings can be large; an effect the other way counts as inactive or inconclusive. Not a hit list; about 21% have a hit in one of these screens.

SMILES	Pf growth 96h	Tb PYK inh	AMA1 RON2 block	Shiga inhibitor	Pf growth 48h	Cycloheximide cs	LmPK inh
Cc1cccc(C(=O)N2CCCC(N3CCN(Cc4ccc5c(c4)OCO5)CC3)C2)n1 (centres undefined)	?	3%	0%	35	0%	25*	-5%
Cc1ccc(N=Cc2c(C)[nH]n(-c3ccccc3)c2=O)nc1	34%[activator]	0%	5%	1	1%	2	2%
CC(C)NS(=O)(=O)c1ccc(NC(=O)Cc2ccsc2)cc1	34%[activator]	-1%	0%	29	57%[activator]	16	-8%
CS(=O)(=O)N1CCN(C(=O)c2ccccc2)C1	/	1%	-1%	-10	5%	-1	5%
CCOC(=O)/C(C#N)=C/c1ccc(N2CCN(C)CC2)cc1	24%	6%	29%	23	8%	29*	6%
O=C(O)COc1ccccc1/C=N/n1c(C2CCCCC2)n[nH]c1=S	23%	?	61%[activator]	21	6%	-3	-7%
Cc1cccc(CN2CCCC(C(=O)c3ccc4c(c3)OCO4)C2)n1 (centres undefined)	50%	1%	5%	-4	?	-2	3%
CCOC(=O)c1c(NC(=O)c2cccs2)sc(CC)c1-c1cccs1	10µM*	?	73%[activator]	-13	/	3	2%
O=c1n(Cc2ccc(F)cc2)nc2n1-c1ccccc1SC2	23%	0%	7%	31*	-4%	14	-3%
Cc1cc2ncn(CCOc3ccccc3)c2cc1C	47%[activator]	10%	-8%	102*	0%	51*	-4%
Cc1cc(C(=O)N2CCc3c([nH]c4ccccc34)C2c2cccc(Cl)c2)nn1C (centres undefined)	12µM*	-2%	-17%	50*	?	45*	4%
O=C(O)C1CCCCC1C(=O)Nc1ccc(-c2ccccc2)cc1 (centres undefined)	-16%	3%	-1%	53*	10%	12	1%
CCN(CC)c1ccc(C=C2C(=O)OC(c3ccccc3)OC2=O)cc1 (centres undefined)	-28%	-5%	-15%	40	19%	16	-6%
Cc1ccc(C)c(NC(=O)CN(C)C(=O)c2cc3c(s2)CCCCC3)c1	-1%	0%	6%	/	?	/	/
COc1cc(/C=C/C(=O)OCC(=O)NCCN2C(=O)CSC2=O)ccc1OCC#N	10µM*	4%	7%	/	?	/	/
O=C(CN1CCN(S(=O)(=O)c2ccc(Cl)c(Cl)c2)CC1)N1CCCCC1	0%	4%	-17%	/	8%	/	/
O=C(NNc1cccc(Cl)c1)c1cccnc1Oc1ccccc1	4%	-1%	-12%	-5	12%	1	0%
CC(C)(C)C1CCc2c(sc(NC(=O)c3cccs3)c2C(N)=O)C1 (centres undefined)	-5%	-2%	-11%	63*	187%[activator]	32*	-2%
O=C(COC(=O)Cn1cnc2ccccc2c1=O)Nc1ccc2c(c1)OCO2	14%[5.75 µM]	0%	1%	-4	10%	10	3%
CCC1(c2ccc(F)cc2)NC(=O)N(CC(=O)N2CCOCC2)C1=O (centres undefined)	/	3%	-1%	-12	4%	-7	-1%
Cc1cc(NC(=O)c2ccccc2Cl)no1	/	5%	-2%	+	172%[activator]	54*	-3%
CCN(C(=O)CN1CCC(C)CC1)c1c(N)n(Cc2ccccc2)c(=O)[nH]c1=O	3%	-3%	-10%	/	11%	/	/
COc1ccc(NC(=O)CCNC(=O)Cn2cnc3sc4c(c3c2=O)CCCC4)cc1OC	14%	3%	-7%	7	18%	-4	-5%
O=C1CCC([N+](=O)[O-])C(c2ccccc2Cl)N1 (centres undefined)	-10%	-6%	12%	-16	/	-6	7%
O=C(COC(=O)Cc1cccs1)Nc1ccccc1	19%	-1%	1%	-4	2%	-1	0%
C/C(=N\NC(=O)c1ccc(Br)cc1)c1cccc(NC(=O)c2cccnc2)c1	-10%	-1%	51%[activator]	70	8%	13	1%
Cc1ccc(NC(=S)N2CCN(C(=O)C3CCCO3)CC2)c(C)c1 (centres undefined)	-8%	2%	-13%	15	3%	0	-2%
CC(=O)N/C(=N\OCc1ccc(Br)cc1)c1nonc1NC(C)=O	?	-2%	-12%	-3	34%[activator]	-2	6%
COC(=O)c1c(NC(=O)c2c(-c3ccccc3Cl)noc2C)sc2c1CCC2	2.1µM*	-8%	-18%	-19	/	-1	3%
CC(=O)N(CCC(Cc1ccccc1)c1ccc2c(c1)OCO2)Cc1ccc(Cl)cc1 (centres undefined)	8.3µM*	0%	?	0	9.3µM*	4	-1%
COc1ccc2nnc(-c3ccccc3)n2n1	?	0%	-10%	-9	/	-3	-5%
CC12COC3(C(=O)NCCc4ccccc4)CC1CCC32C (centres undefined)	0.0029µM*	-6%	18%	56*	17%	50*	0%
C=CCn1c(CNC(=O)c2cccs2)nnc1SCc1ccc(Cl)cc1Cl	?	-8%	-6%	-11	-20%	1	2%
COc1ccccc1CN1C[C@@H]2C[C@@H](c3[nH]c4c(C)cccc4c3C)N3CCC[C@@]23C1=O	12µM*	2%	11%	-4	6.6µM*	-3	4%
Cc1cc(NC(=O)CCC(=O)N(CC2CCCO2)C(C(=O)NC2CCCC2)c2cccnc2)no1 (centres undefined)	?	-8%	-12%	-14	-2%	1	-2%
COc1cc(NC(=O)c2ccccc2NS(=O)(=O)c2ccc(Cl)s2)cc(OC)c1	?	-1%	-23%	26	-15%	7	3%
COc1ccc2nc(/C=N/NC(=O)[C@@H]3CCCN3C(=O)OC(C)(C)C)ccc2c1	94%[activator]	2%	44%[activator]	76*	87%[activator]	46*	-2%
O=C(N/N=C/c1cc(Cl)ccc1O)c1ccncc1	?	?	-76%	-4	2.3µM*	2	2%
CCOc1ccccc1N(CC(=O)NCCSCc1ccco1)S(=O)(=O)c1ccccc1	10%	0%	-3%	-7	8.3µM*	-1	2%
CN1CCCN(c2ccc([N+](=O)[O-])cc2)CC1	43%[activator]	1%	-6%	-11	-2%	2	0%
CC1(OC(=O)CCc2ccccc2)C(=O)C=C2C=C(c3ccsc3)OC=C2C1=O (centres undefined)	43%[activator]	/	/	-7	36%[activator]	-5	0%
O=C(c1ccc(F)cc1F)N1CCN(c2n[nH]c(=O)[nH]c2=O)CC1	33%[activator]	2%	-3%	-18	48%[activator]	-2	0%
CN(C)C(CNC(=O)c1cccc(S(=O)(=O)Nc2ccc(Br)cc2)c1)c1ccco1 (centres undefined)	3%	7%	8%	/	?	/	/
CCOC(=O)N1CCN(c2c(N3CCN(c4cc(C)ccc4C)CC3)c(=O)c2=O)CC1	-14%	-7%	-2%	-10	/	-7	5%
CCOC(=O)[C@H]1[C@H]2COc3ccc(OC)cc3[C@@H]2N2C(=O)c3ccc(Cl)cc3NC(=O)[C@@]12C	?	0%	-16%	/	?	/	/

Whole records as entered above. Order of screens: Pf growth 96h, Tb PYK inh, AMA1 RON2 block, Shiga inhibitor, Pf growth 48h, Cycloheximide cs, LmPK inh
COc1ccc2nnc(-c3ccccc3)n2n1 reads ?, 0%, -10%, -9, /, -3, -5%
CC1(OC(=O)CCc2ccccc2)C(=O)C=C2C=C(c3ccsc3)OC=C2C1=O (centres undefined) reads 43%[activator], /, /, -7, 36%[activator], -5, 0%
Cc1cc(NC(=O)CCC(=O)N(CC2CCCO2)C(C(=O)NC2CCCC2)c2cccnc2)no1 (centres undefined) reads ?, -8%, -12%, -14, -2%, 1, -2%

An excerpt from above, reduced to Pf growth 96h and Tb PYK inh:
Compound,Pf growth 96h,Tb PYK inh
CCN(C(=O)CN1CCC(C)CC1)c1c(N)n(Cc2ccccc2)c(=O)[nH]c1=O,3%,-3%
COc1ccc(NC(=O)CCNC(=O)Cn2cnc3sc4c(c3c2=O)CCCC4)cc1OC,14%,3%
O=C1CCC([N+](=O)[O-])C(c2ccccc2Cl)N1 (centres undefined),-10%,-6%
O=C(COC(=O)Cc1cccs1)Nc1ccccc1,19%,-1%
C/C(=N\NC(=O)c1ccc(Br)cc1)c1cccc(NC(=O)c2cccnc2)c1,-10%,-1%
Cc1ccc(NC(=S)N2CCN(C(=O)C3CCCO3)CC2)c(C)c1 (centres undefined),-8%,2%

(further entries)
SMILES	Pf growth 96h	Tb PYK inh	AMA1 RON2 block	Shiga inhibitor	Pf growth 48h	Cycloheximide cs	LmPK inh
COCCNC(=O)NC(=O)CN1CCCc2ccccc21	35%[activator]	-11%	-6%	-11	?	-6	-5%
COc1ccc(-n2nc(C(=O)NCC(=O)NCc3ccc(F)cc3)c3ccccc3c2=O)cc1	6.6µM*	0%	-18%	-6	?	7	7%
O=C(Nc1nccs1)C1CCCN(S(=O)(=O)c2cccc3cccnc23)C1 (centres undefined)	?	5%	5%	-7	/	-2	2%
CC(NC(=O)CCl)c1ccccc1Br (centres undefined)	1.5µM*	5%	2%	-1	1.5µM*	7	-1%
CC(C)OC(=O)CCC(=O)Nc1ccc(F)cc1	?	1%	13%	16	23%	0	1%
CCOC(=O)c1cccc(NC(=O)/C=C/c2ccc3c(c2)OCO3)c1	?	-3%	-11%	45*	196%[activator]	31*	-4%
COc1ccc(CCNC(=O)C2Cc3ccccc3C(=O)O2)cc1 (centres undefined)	11%	3%	4%	-12	?	15	-1%
Cc1c(C(=O)NCc2ccc(S(N)(=O)=O)cc2)oc2ccc(Cl)cc12	0%	4%	0%	15	26%	-1	-1%
C#Cc1ccc([C@@H]2C=C(C(=O)NCc3nc4ccccc4[nH]3)O[C@H](OCC)[C@H]2CCCO)cc1	?	0%	28%	-2	?	-1	3%
COc1ccc(C2C(C(=O)Nc3cc(C)on3)c3ccccc3C(=O)N2C)cc1 (centres undefined)	-8%	4%	21%	-2	?	-2	0%
C=C(C)CN(CC)CCC(=O)Nc1ccc(OC)cc1OC	-37%	-5%	-15%	3	/	0	-3%
C/C(=N\O)c1ccc(Cl)c(Cl)c1	26%	-4%	3%	-3	8%	-1	-4%
CCN(C1CCCCC1)S(=O)(=O)c1ccc(S(=O)(=O)NCc2ccncc2)cc1	?	1%	-14%	39*	?	1	-1%
Cc1cc(C)c2oc(C(=O)N(Cc3ccccc3)C3CCS(=O)(=O)C3)cc(=O)c2c1 (centres undefined)	?	-3%	-13%	24	-22%	-2	0%
CCOC(=O)c1sc2cccc(F)c2c1N	?	4%	68%[activator]	25*	-5%	25*	2%
COc1ccc(NC(=O)CCNS(=O)(=O)c2ccc3c(c2)c(=O)n(C)c(=O)n3C)cc1OC	65%[activator]	3%	-1%	-13	-13%	-2	-1%
COc1ccc(-n2nc3c(c2NC(=O)CCl)CSC3)cc1	?	-8%	1%	13	0.74µM*	12	0%
COc1cc(Br)c(CCNC(=O)c2ccco2)cc1OC	?	-1%	4%	-5	5.2µM*	-3	-1%
COc1cc(-c2nnc(-c3ccc(N4CCOCC4)cc3)o2)cc(OC)c1OC	4%	-4%	20%	-15	5%	-5	5%
OCCN1CCN(CC#CCn2c3ccccc3c3ccccc32)CC1	29%	-3%	-3%	-8	?	-7	1%
O=C(c1ccc(COc2ccccc2Cl)o1)N1CCN(c2ccccc2)CC1	?	2%	?	-13	/	-3	9%
COc1ccc2c(c1O)Cc1ccccc1C2=O	13%	?	2%	-5	23%	-5	9%
CC(C)(C)N1C(=O)c2ccccc2NC(=O)N1Cc1ccccc1	?	-4%	-10%	-16	/	1	3%
O=C(CCN1CCOCC1)Nc1c(-c2ccccc2)c2cc(Br)ccc2[nH]c1=O	?	0%	-1%	10	?	-2	3%

Assay outcomes (PubChem BioAssay)
